Compound activity deposited in PubChem BioAssay by National Center for Advancing Translational Sciences (NCATS).
Anesthetic bind: candidate novel general anesthetic via apoferritin binding. AID 485281. P02791. Potency, µM (top dose mostly 77.5 µM), for inactives: at the highest dose activity change, negative = displacement, most hits filed as inhibitors. actives 0.074% (n = 350,000). apoferritin/1-aminoanthracene competitive binding, fluorescence; note: % is set by controls: 0 for no effect and ±100 for the full control effect; nearly all actives have a fitted effect of over 20% in size
Target sequence (P02791 2-175 limits assumed): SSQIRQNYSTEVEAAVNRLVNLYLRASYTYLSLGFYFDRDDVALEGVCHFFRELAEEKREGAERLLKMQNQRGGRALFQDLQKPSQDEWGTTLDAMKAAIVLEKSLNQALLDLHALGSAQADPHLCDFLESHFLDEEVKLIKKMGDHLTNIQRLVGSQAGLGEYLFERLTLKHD
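Probe: 1-aminoanthracene (50% saturated, PBS). Protein: horse-spleen apoferritin, 10 uM. Incubation: 10 min, room temperature. Detection: 380 nm excitation, 535 nm emission. Analysis: normalized response, four-parameter Hill.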
BAZ2B block: blocks human BAZ2B | AlphaScreen BAZ2B-H3K14Ac peptide displacement | actives 4.4% (n = 360,000) | Q9UIF8 | Potency, µM (titrated, usually from 114 µM), for the others: at the top dose activity change, negative = inhibition, usual class: inhibitors; note: % is set by controls: 0 for no effect and ±100 for the full control effect; nearly all actives have a fitted effect of over 60% in size
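In this displacement format the biotinylated H3(5-23) peptide acetylated at Lys14 serves as ligand at 50 nM, with BAZ2B at 50 nM in PBS pH 7.4 containing 0.01% Tween-20. Donor and acceptor beads are 10 ug/mL final.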
BLM inh: blocks DNA unwinding by human BLM helicase. P54132. recombinant BLM DNA unwinding, fluorescence dequenching. Potency, µM (top dose mostly 56.1 µM), for inactives: at the top dose activity change, negative = inhibition, actives largely listed as inhibitors. actives 0.2% (n = 350,000). AID 2528;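 note: plate controls were vehicle for no effect and no enzyme for full effect; nearly all actives have a fitted effect of over 35% in size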
G9a block: blocks human histone lysine methyltransferase G9a; actives 8.8% (n = 350,000); G9a H3K9 monomethylation, AlphaScreen, 2 h; Potency, µM (titrated, usually from 102 µM), for inactives: at the top dose activity, negative = inhibition, most hits filed as inhibitors; Q96KQ7; AID 504332; note: % is set by controls: 0 for no effect and ±100 for the full control effect; nearly all actives have a fitted effect of over 75% in size
Target sequence (Q96KQ7 913-1193 limits assumed): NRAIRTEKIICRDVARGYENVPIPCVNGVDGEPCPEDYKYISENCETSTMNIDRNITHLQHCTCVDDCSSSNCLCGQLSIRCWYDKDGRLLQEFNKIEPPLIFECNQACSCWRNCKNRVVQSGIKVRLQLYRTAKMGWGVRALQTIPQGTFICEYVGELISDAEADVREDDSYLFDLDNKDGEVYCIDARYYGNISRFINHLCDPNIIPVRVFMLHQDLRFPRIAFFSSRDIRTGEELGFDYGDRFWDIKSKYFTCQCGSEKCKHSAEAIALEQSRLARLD
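G9a (20 nM) preincubated 15 min RT with compounds, then 500 nM biotinylated H3K9 peptide and 20 uM SAM added; 2 h RT reaction. Monomethyl-H3K9 product detected by AlphaScreen with anti-H3K9me1 antibody, streptavidin donor and anti-rabbit IgG acceptor beads.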
POLB inh: inhibitors of human DNA polymerase beta. P06746. Pol beta primer extension/strand displacement, fluorescence kinetic. Potency, µM (doses to about 114 µM), inactives show top-dose activity change, negative = inhibition, hits mostly inhibitors. actives 1.3% (n = 340,000). AID 485314; note: % is set by controls: 0 for no effect and ±100 for the full control effect
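Reaction started by 50 nM substrate onto compound-treated Pol beta (10 nM, 15 min preincubation, room temperature); plates read at 0 min and 10 min. Normalized concentration-effect data fitted by four-parameter Hill equation.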
Pol eta inh: inhibitors of human DNA polymerase eta; Potency, µM (titrated, usually from 114 µM), inactives show at the highest dose activity change, negative = inhibition, actives largely listed as inhibitors; Q9Y253; recombinant Pol eta, fluorescent DNA replication assay; actives 1.2% (n = 390,000); AID 588591; note: % is set by controls: 0 for no effect and ±100 for the full control effect
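Pol eta (10 nM) was preincubated with compounds for 15 min at room temperature, after which fluorescent replication substrate (50 nM final) was added to start the reaction. Fluorescence was read kinetically at 0 and 10 min.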
Pol iota inh: blocks human DNA polymerase iota activity. Potency, µM (titrated, usually from 115 µM), without a hit: top-dose activity, negative = inhibition, most hits filed as inhibitors. Pol iota fluorescent replication assay, 10 min. Q9UNA4. AID 588590. actives 1% (n = 390,000)
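Fluorescent replication assay read twice, at 0 min and 10 min after adding 50 nM (final) substrate. Enzyme (10 nM) and compounds were first incubated 15 min at room temperature; enzyme-free buffer wells were negative controls.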
APE1 inh: APE1 (human) endonuclease inhibition; recombinant APE1, TAMRA/BHQ-2 abasic DNA cleavage fluorescence; Potency, µM (titrated, usually from 65.8 µM), inactives show top-dose activity change, negative = inhibition, most hits filed as inhibitors; actives 0.35% (n = 350,000);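 note: plate controls were vehicle for no effect and reference inhibitor for full effect; nearly all actives have a fitted effect of over 55% in size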
Target sequence (P27695 whole entry, looked up): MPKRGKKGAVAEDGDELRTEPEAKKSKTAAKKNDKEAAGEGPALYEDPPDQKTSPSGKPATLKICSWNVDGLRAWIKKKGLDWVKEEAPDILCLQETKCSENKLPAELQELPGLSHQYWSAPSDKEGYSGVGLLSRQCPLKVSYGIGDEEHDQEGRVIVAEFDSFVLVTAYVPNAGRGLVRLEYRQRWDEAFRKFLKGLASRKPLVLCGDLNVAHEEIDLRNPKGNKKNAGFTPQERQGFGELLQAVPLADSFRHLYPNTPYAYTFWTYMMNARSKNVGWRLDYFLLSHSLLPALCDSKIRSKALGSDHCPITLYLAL
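Measures dequenching upon AP-site incision of a 5'-TAMRA/3'-BHQ-2 THF-containing duplex, 50 nM; human APE1 0.75 nM after 15 min room-temperature exposure to compound; kinetic three-point read at one-minute spacing.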
Pol kappa inh: DNA polymerase kappa (human) inhibition; purified Pol kappa, fluorescent DNA synthesis assay, 10 min; Potency, µM (doses to about 107 µM), for inactives: top-dose activity, negative = inhibition, actives largely listed as inhibitors; actives 0.53% (n = 400,000); Q9UBT6; note: % is set by controls: 0 for no effect and ±100 for the full control effect
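10 nM Pol kappa preincubated 15 min at room temperature with compounds, then reaction started with substrate at 50 nM final. Fluorescence read kinetically at 0 and 10 min; buffer-only wells served as negative control.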
* marks the source's active call; other numbers are inactive results; ? = inconclusive; nt = no result given; & = joins results of further samples; [ ] = remark or other dose. Calls come from the whole dose curve; as a rule, active = well fitted curve in the direction sought with a large enough effect; inconclusive = small, poorly fitted or top-dose-only effect, or another doubt; inactive = no such curve, though single readings can be large; an effect the other way counts as inactive or inconclusive. Potency is the fitted concentration of half-maximal effect. Only part of the results is shown; rates above refer to the full screens.

SMILES | Anesthetic bind | BAZ2B block | BLM inh | G9a block | POLB inh | Pol eta inh | Pol iota inh | APE1 inh | Pol kappa inh
O=S1(=O)CCC(N2CCOCC2)C1 (stereo not drawn) | -4% | 1% | -2% | -2%[59 µM] | 4% | 0% | 18% | 0% | -7%
CC(C)c1ccc(NC2CCCN(C(=O)c3ccsc3)C2)cc1 (stereo not drawn) | -8% | -18% | -14% | -11% | 24% | -10% | 8% | 4% | 18%
CC(NCC(=O)Nc1ccccc1C(=O)NC1CC1)c1cccs1 (stereo not drawn) | nt | nt | nt | nt | nt | -1% | 39%[activator] | 3% | 6%
Cc1ccc(-c2cc(C(F)(F)F)n3ncc(-c4ccccc4)c3n2)cc1 | -7% | -22% | -2% | -44%[59 µM] | 24% | -17% | -5% | nt | 2%
Cc1ccc(-c2cn3c(n2)sc2cc(C(=O)NCCCc4ccccc4)ccc23)c(C)c1 | -15% | 63%[activator] | -4% | 98%[activator][59 µM] | -19% | 3% | 16% | nt | -8%
CCOC(=O)N1CCC(N2C(=O)c3ccc(C(=O)NCCC(C)C)cc3C2=O)CC1 | -9% | 1% | 0% | 12% | -2% | 1% | -19% | 8% | -6%
COc1ccc(C(=O)Nc2nc(-c3nnn(-c4ccc(C(C)C)cc4)c3C)ns2)cc1 | -3% | -1% | -3% | 7%[59 µM] | -1% | -4% | 0% | nt | -22%
O=C(c1ccc(Cl)cc1Cl)C1(n2cncn2)Oc2ccccc2C1O (stereo not drawn) | -12% | -11% | -7% | -38%[59 µM] | 34% | 4% | 19% | 0% | -6%
Cc1ccc(S(=O)(=O)N(CCC(=O)O)Cc2ccc(Cl)cc2)cc1 | -5% | 8% | 0% | 25%[12.7 µM] | 4% | -10% | -7% | -1% | -7%
COc1ccc(N(Cc2cc(=O)[nH]c3ccccc23)C(C)=O)cc1 | 1% | 4% | -2% | ? | 18% | -15% | 59%[activator] | -4% | -6%
Cc1cccc(C)c1NC(=S)/C(=C(\[O-])c1cccs1)[n+]1ccccc1 | 2% | 0% | -9% | 7.9µM* | 1% | -11% | 159%[activator] | 4% | -5%
COc1ccccc1-c1ccc(=O)n(CC(=O)NCC2CCCO2)n1 (stereo not drawn) | -15% | 0% | -2% | -6% | 32% | -6% | 6% | 1% | 0%
Cc1ccc(C(=O)NNC(=O)CCC(=O)Nc2cc(C)on2)cc1 | -7% | -2% | 1% | -9%[59 µM] | -1% | -17% | 18% | 5% | -4%
CCc1ccc(/C=C/c2c[nH]c3ccccc23)[n+](CC)c1 | 53%[activator] | 0% | 13% | 7.1µM* | 3% | -21% | 2% | -6% | -16%
O=C(CCC1N=C2c3ccccc3N=C(SCc3ccc(Cl)cc3)N2C1=O)NCCc1ccccc1 (stereo not drawn) | ? | -3% | -7% | -3%[59 µM] | 16% | -15% | 89µM* | nt | -38%
C[C@H](CO)N1C[C@H](C)[C@@H](CN(C)C)Oc2c(NC(=O)CCC(F)(F)F)cccc2C1=O | nt | nt | nt | nt | nt | -20% | 21% | 21% | 15%
O=S(=O)(NCCCCCNS(=O)(=O)c1ccccc1)c1ccccc1 | -3% | 13% | -10% | ? | 3% | -10% | 8% | -2% | -5%
Cc1ccc(-n2cccc2/C=C2\C(=N)N3N=C(c4ccco4)SC3=NC2=O)cc1 | -11% | 35µM* | 20µM* | 10µM* | 10µM* | 14µM* | 20µM* | 10µM* | ?
O=C(NCC(F)(F)F)Nc1nnc(C(F)(F)F)s1 | -8% | -9% | -3% | -3%[12.7 µM] | 1% | -8% | 16% | 2% | -2%
O=S(=O)(c1cccs1)N1CCN(c2ccccc2F)CC1 | -5% | 7% | -5% | ? | 21% | 3% | 10% | 10% | 0%
Cc1cc(C(=O)CSc2nnc(C3CC3)n2C2CC2)c(C)n1C(C)C | nt | -2% | nt | 22%[59 µM] | nt | -8% | 5% | -10% | 15%
Nc1nc(Cl)cc(N2CCCC2)n1 | -3% | 1% | -8% | 1% | -9% | -5% | 85%[activator] | 7% | -15%
CN(CCCNC(=O)c1cc2c(Cl)nc3ccccc3c2s1)Cc1ccccc1 | ? | ? | 256%&186%[activator] | ? | 2%&10% | -20%&-3% | 4%&18% | -9% | 8%&10%
C#CCCc1cocc1/C=[N+](\[O-])c1ccc(C(=O)OCC)cc1 | nt | -3% | nt | 11%[0.501 µM] | nt | 3% | 35µM* | -5% | ?
COc1ccc(N(Cc2cc(=O)[nH]c3ccccc23)C(=O)C(C)C)cc1 | -4% | -9% | -3% | -9% | 28% | -7% | -11% | 24% | -3%

Single entries from the results shown.
Value for COc1ccc(C(=O)Nc2nc(-c3nnn(-c4ccc(C(C)C)cc4)c3C)ns2)cc1 under POLB inh: -1%
Value for O=C(CCC1N=C2c3ccccc3N=C(SCc3ccc(Cl)cc3)N2C1=O)NCCc1ccccc1 (stereo not drawn) under Pol eta inh: -15%

Three entries already listed, ordered by the value under Pol eta inh, largest number first:
smiles,Pol eta inh
O=S(=O)(c1cccs1)N1CCN(c2ccccc2F)CC1,3%
O=S1(=O)CCC(N2CCOCC2)C1 (stereo not drawn),0%
CC(NCC(=O)Nc1ccccc1C(=O)NC1CC1)c1cccs1 (stereo not drawn),-1%

The list goes on:
SMILES | Anesthetic bind | BAZ2B block | BLM inh | G9a block | POLB inh | Pol eta inh | Pol iota inh | APE1 inh | Pol kappa inh
CC(=O)Nc1ccc(NC(=O)C(C)OC(=O)CNC(=O)c2ccc(-c3ccccc3)cc2)cc1 (stereo not drawn) | nt | -6% | nt | 21%[2.33 µM] | nt | -13% | 11% | -6% | -6%
Cc1cc(C(C)(C)C)cc(S(=O)(=O)NCCc2ccncc2)c1C | -2% | -3% | -5% | 1% | -19% | -3% | ? | 63% | ?
CCCn1c(SCC(=O)N2CCCCC2)nnc1-c1ccco1 | -10% | 2% | 0% | 0%[2.33 µM] | 51% | 0% | 15% | 10% | -10%
COc1ccc(Br)cc1/C=N/NC(=O)c1ccc2nc[nH]c2c1 | 1% | -29% | 1% | 19% | 2% | 12% | 24% | -27% | -20%
Cc1nn(CC(=O)NCCc2ccco2)c(=O)c2nn(-c3ccccc3)c(C)c12 | -12% | ? | -18% | ? | 89µM* | 32µM* | 22µM* | 11% | -44%
CC(=O)CCC1CC(c2ccc(Cl)cc2)=NO1 (stereo not drawn) | nt | -2% | nt | -3%[2.33 µM] | nt | -16% | -16% | 10% | -9%
CC(=O)N1CCN=C1SCc1cccc(Cl)c1 | ? | -16% | 1% | 8% | 28% | -10% | -18% | 76%[activator] | -7%
COc1ccccc1/C=C/C1(C(=O)NC2CCCC2)CC(=O)N1c1ccc(F)cc1 (stereo not drawn) | -7% | 8% | -11% | ? | 6% | -3% | ? | -2% | -22%
Cc1ccccc1N(CC(=O)N1CCCCCC1)S(C)(=O)=O | -6% | 1% | -2% | 40% | 6% | -2% | 24% | 39% | -2%
CN1C(=O)CSC1=NCC12CC3CC(CC(C3)C1)C2 | ? | 9% | 4% | 33%[12.7 µM] | 9% | -3% | 8% | 0% | -10%
C/C(=N\O)C(=O)NCc1ccncc1 | -1% | 3% | -2% | 23%[12.7 µM] | 30% | -10% | 12% | 1% | -10%
N#Cc1nc(COc2ccc(Cl)cc2)oc1N1CCCC1 | 3% | 40µM* | -7% | ? | 7% | -9% | 14% | -3% | -4%
Cc1cccc(NC(=O)/C(=C\c2ccco2)NC(=O)c2ccccc2)c1 | -24% | -4% | -3% | -38%[12.7 µM] | 1% | -15% | 22% | -3% | -11%
Cc1ccccc1COc1ccc(/C=C(\C#N)C(N)=O)cc1 | -24% | -11% | -5% | 0% | 80% | 8% | 40%[activator] | 4% | -4%
Cc1c(C(=O)Nc2cccc(C(F)(F)F)c2)sc2nc[nH]c(=O)c12 | -9% | 8% | -4% | 30%[59 µM] | 6% | -4% | 2% | nt | -9%[60.1 µM]
COc1ccc(NC(=O)COc2cc(C)cc(C)c2)cc1S(=O)(=O)N1CCCCC1 | nt | 1% | nt | -22% | nt | -15% | 21% | 24% | 5%
COc1ccccc1CN1C(=S)SC(C)(C)C1NO (stereo not drawn) | -16% | -5% | -1% | 12%[12.7 µM] | -28% | 7% | 10% | -6% | 1%
CC1CC(C)CN(C(=O)CSCC(=O)O)C1 (stereo not drawn) | 3% | -14% | -13% | 11% | 1% | ? | -8% | 3% | -18%
COc1ccc(Cl)cc1C(=O)NCc1ccc2c(c1)OCO2 | ? | -17% | -1% | 3% | 19% | 3% | -12% | 16% | -8%
O=c1[nH]c2cc3c(cc2cc1CN(Cc1ccccc1)Cc1nnnn1Cc1ccco1)OCCO3 | 257%[activator] | nt | -27% | 25µM* | 32µM* | ? | 18µM* | -8% | ?
O=C(COC(=O)/C=C/c1ccc(F)cc1)Nc1ccccc1-c1ccccc1 | -19% | -11% | 2% | 11%[59 µM] | 3% | -16% | 66%[activator] | 31%[activator] | -15%
CC(C)OCCCNC(=O)c1cc(S(=O)(=O)N2CCc3ccccc32)cn1C | -12% | -2% | 2% | 18% | 14% | -25% | 37%[activator] | 16% | 0%
CC(=O)N(C)C1(c2nnnn2CCOC(=O)Nc2ccc(Cl)cc2)CCCCC1 | -3% | 4% | -5% | -4%[12.7 µM] | -5% | -16% | 4% | 4% | -1%
COCCN(Cc1ccccc1)C(=O)Cc1ccc(OC)c(S(=O)(=O)N2CCOCC2)c1 | nt | 6% | nt | -30% | nt | -19% | 13% | 7% | 1%
CCC(C(=O)Nc1ncccn1)(C(F)(F)F)C(F)(F)F | -8% | 9% | 1% | 10%[12.7 µM] | 23% | -2% | 3% | 2% | -5%
Cn1c(Sc2ccc(Br)cc2)c(C=O)c2ccccc21 | ? | 19% | -3% | 24%[2.33 µM] | 8% | -10% | -1% | -3% | -10%
CCOC(=O)c1ccc(S(=O)(=O)N(CCO)Cc2cc3cc(OC)c(OC)cc3[nH]c2=O)cc1 | -5% | -9% | 1% | 2% | 0% | -15% | 39%[activator] | 0% | -12%
Cc1c(C=NNC(=O)c2ccc(Br)cc2)c2ccccn2c1C(=O)c1ccncc1 | nt | nt | nt | nt | nt | -13% | 50%[activator] | -4% | -9%
CC(NC(=O)CCNS(=O)(=O)c1ccc2c(c1)oc(=O)n2C)c1ccccc1 (stereo not drawn) | -10% | 1% | -2% | 23% | 4% | -9% | 9% | 1% | -2%
